GPR151 ag: human GPR151 activation; PathHunter beta-arrestin GPR151 cells, luminescence; Q8TDV0; activation, % at 11.2 µM; 650,000 tested, 1% active; in the data active = activation above about 4.9%;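 note: 0% = median of compound wells and 100% = cells with positive control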
Target sequence (Q8TDV0 whole entry, looked up): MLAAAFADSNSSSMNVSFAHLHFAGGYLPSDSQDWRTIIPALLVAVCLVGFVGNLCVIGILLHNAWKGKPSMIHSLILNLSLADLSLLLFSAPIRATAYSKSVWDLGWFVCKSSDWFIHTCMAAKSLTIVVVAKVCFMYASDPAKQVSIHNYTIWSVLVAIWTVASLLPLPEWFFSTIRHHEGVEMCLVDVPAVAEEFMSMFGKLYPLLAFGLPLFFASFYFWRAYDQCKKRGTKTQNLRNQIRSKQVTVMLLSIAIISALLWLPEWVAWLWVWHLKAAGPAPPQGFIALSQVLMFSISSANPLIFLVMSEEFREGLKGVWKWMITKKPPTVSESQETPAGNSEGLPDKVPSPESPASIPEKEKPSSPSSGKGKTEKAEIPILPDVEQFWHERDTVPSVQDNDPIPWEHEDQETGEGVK
FBW7 activator: human FBW7 E3 ligase activation, primary screen; normalized activity (activation), % at 26.1 µM; AlphaScreen FBW7–phospho-cyclin E peptide binding, activator screen; 650,000 tested, 0.13% active; AID 1259310; Q969H0; in the data active = normalized activity above about 1.9%;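 note: purified mutant Fbw7 with reduced substrate affinity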
Target sequence (Q969H0 whole entry, looked up): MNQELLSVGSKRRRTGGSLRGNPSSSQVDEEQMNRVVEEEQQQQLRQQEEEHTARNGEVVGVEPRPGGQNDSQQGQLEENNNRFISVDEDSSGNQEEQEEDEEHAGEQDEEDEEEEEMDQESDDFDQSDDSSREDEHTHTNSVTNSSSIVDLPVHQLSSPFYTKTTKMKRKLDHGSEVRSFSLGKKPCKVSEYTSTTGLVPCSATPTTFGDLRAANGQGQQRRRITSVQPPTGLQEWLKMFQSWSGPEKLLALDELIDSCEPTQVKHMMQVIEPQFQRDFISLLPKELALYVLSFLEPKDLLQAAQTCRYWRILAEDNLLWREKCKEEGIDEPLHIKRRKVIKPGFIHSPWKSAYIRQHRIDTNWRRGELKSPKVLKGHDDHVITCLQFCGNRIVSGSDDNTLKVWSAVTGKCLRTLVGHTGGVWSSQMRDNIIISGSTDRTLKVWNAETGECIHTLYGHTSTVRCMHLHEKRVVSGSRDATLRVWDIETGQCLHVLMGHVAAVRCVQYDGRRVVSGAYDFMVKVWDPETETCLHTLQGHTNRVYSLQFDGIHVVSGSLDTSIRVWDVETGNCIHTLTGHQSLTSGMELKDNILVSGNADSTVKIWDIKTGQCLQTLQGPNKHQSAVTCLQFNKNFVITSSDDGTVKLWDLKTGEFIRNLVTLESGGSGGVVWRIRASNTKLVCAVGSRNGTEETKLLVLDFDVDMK
MITF primary: human MITF inhibition, primary screen; inhibition, % at 2.6 µM; O75030; 650,000 tested, 0.91% active; AlphaScreen MITF homodimerization, bead proximity signal; in the data active = inhibition above about 50%;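 note: 0% = vehicle wells with protein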
TEAD-YAP block: TEAD-YAP interaction inhibition. 640,000 tested, 1.4% active. HEK-TIYL cells, TEAD-Gal4/YAP UAS-luciferase luminescence. inhibition, % at 9.12 µM; in the data active = inhibition above about 32%;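 note: 0% = median of test compound wells and 100% = reference inhibitor wells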
Numbers without * were called inactive.

molecule | GPR151 ag | FBW7 activator | MITF primary | TEAD-YAP block
CSc1ccc(CCNCc2c(C(=O)O)c(C)n(Cc3ccccc3C)c2C)cc1 | -0.3 | -0.1 | 12 | 2
CC(C)OCCCNC(=O)c1ccc(I)cc1 | 2.3 | 0.4 | -5 | -24
COc1cc2cc(C#N)c(SCC(=O)N3CCC(C)CC3)nc2cc1OC | 1.1 | 0.2 | 8 | -7
COCC(=O)NCc1ccc2c(c1)cc(C)n2C | -0.1 | 0.1 | -8 | -4
CCCCC(Sc1nc2ccccc2c2nc(-c3ccccc3OC)nn12)C(=O)OCC (configuration not stated) | 5.4* | 0.0 | -3 | -8
COc1ccc(S(=O)(=O)NC2CC(C)(C)NC(C)(C)C2)cc1 | 1.2 | -0.1 | 0 | 0
CCOc1ccc2[nH]c(=O)c(CN(Cc3ccc(OC)cc3)C(=O)N(C)C)cc2c1 | 8.3* | 0.3 | 1 | 4
O=C(Nc1cccc(Br)c1)c1ccccc1Oc1ccc(C(F)(F)F)cc1[N+](=O)[O-] | -0.1 | 0.0 | 13 | 5
CC1(C)OC(=O)C(=CNNC(=O)c2cc(Br)ccc2O)C(=O)O1 | -4.1 | -0.3 | 15 | -1
CCOC(=O)C(NC(=O)c1ccc(F)cc1)(Nc1nc2ccccc2nc1C(F)(F)F)C(F)(F)F (configuration not stated) | 0.0 | 0.1 | 16 | 1
CC(C)OCCCNC(=O)c1cc(COc2ccc(F)cc2F)on1 | -0.5 | -0.2 | 20 | 0
Cc1cc(NC(=O)Nc2nc3c(s2)CC(C)CC3)no1 (configuration not stated) | -1.9 | -0.1 | -1 | -33
C=CCSc1ncnc2sc3c(c12)CCC(C)C3 (configuration not stated) | 0.9 | 0.1 | 16 | 1
Cc1c(N=Cc2c(O)[nH]c(=O)c3ccccc23)c(=O)n(-c2ccccc2)n1C | 0.4 | 0.0 | 9 | 7
COC(=O)C(NS(=O)(=O)c1ccc(C)cc1)C12CC3CC(CC(C3)C1)C2 (configuration not stated) | 3.5 | -0.1 | 1 | 5
CCOC(=O)N1CCN(C(=O)c2ccc3nc(-c4cccs4)c(-c4cccs4)nc3c2)CC1 | -1.5 | 0.0 | -4 | 3
NS(=O)(=O)c1cc(C(=O)OCCNC(=O)c2ccccc2)c(Cl)cc1Cl | 0.7 | 0.0 | 6 | 7
O=C(NCCC1CCCCN1S(=O)(=O)c1cccs1)C(=O)NCc1ccccc1 (configuration not stated) | -1.6 | 0.0 | -5 | 4
Cc1ccc(-n2nc3c(c2NC(=O)c2ccc(S(=O)(=O)N(C)C)cc2)CSC3)c(C)c1 | 2.6 | -0.1 | 0 | 2
CCOc1ccc(C(C)=O)cc1CSc1nnc(-c2ccccc2)o1 | -0.8 | 0.4 | 9 | -9
N=c1oc2ccc(Cl)cc2cc1C(N)=O | 0.6 | 0.1 | 7 | 12
Nc1ccc2nc(SCc3ccc(F)cc3)sc2c1 | -1.2 | 0.0 | 19 | -42
Cc1cccc(-n2c(C)nc3cc(C(=O)O)ccc32)c1 | 0.0 | -0.1 | 5 | -3
O=C(NCC1Cc2cc(F)cc(-c3cncnc3)c2O1)c1ccc(-n2cccn2)cc1 (configuration not stated) | 0.5 | 0.0 | -16 | -5
Cc1oc2c(cc(NS(=O)(=O)c3ccc4ccccc4c3)c3ccccc32)c1C(=O)OC(C)C | 0.8 | -0.2 | -3 | 3
CC(=O)c1ccc(NC(=O)c2sc3ncn(CC(=O)N4CCCC(C)C4)c(=O)c3c2C)cc1 (configuration not stated) | -1.1 | 0.1 | 3 | 4
CC(=O)c1nc(Nc2nc3ccccc3s2)ncc1C | 1.2 | -0.1 | -16 | -4
Cc1ccnc(NS(=O)(=O)c2ccc(NC(=O)Cc3cccc4ccccc34)cc2)n1 | 1.6 | 0.2 | 14 | 8
O=C1CSC(c2cc3c(cc2Br)OCO3)N1c1cc(Cl)cc(Cl)c1 (configuration not stated) | 1.1 | 1.0 | 7 | -5
O=C(Nc1sc2c(c1C(=O)N1CCOCC1)CCCC2)c1cccs1 | 0.8 | -0.1 | -6 | -4
O=C1C(=O)N(c2nc3ccccc3s2)C(c2ccccc2F)/C1=C(\O)c1ccccc1 (configuration not stated) | 0.1 | -0.1 | -10 | -20
O=C(CSc1nc2ccccc2c(=O)n1-c1ccccc1)N1CCN(c2ccc([N+](=O)[O-])cc2)CC1 | 0.2 | 0.0 | -4 | 26
COC(=O)c1ccc(CN2CCc3nnc(CCNC(=O)c4ccoc4)n3CC2)cc1 | 1.9 | 0.1 | 7 | 4
CCn1c(=O)c2c(nc3n(-c4cccc(OC)c4)c(C)c(C)n23)n(C)c1=O | 3.0 | -1.0 | 1 | -5
CC(=O)NC1CCN(CC(=O)Nc2cccc([N+](=O)[O-])c2)CC1 | 2.3 | -0.1 | -2 | -8
Cc1ccc(-c2noc(CN3CCN(c4ccccc4F)CC3)n2)cc1 | 1.6 | 0.2 | -3 | 10
COCCn1nnnc1C(C)N(CCCO)Cc1cc2cc(C)ccc2[nH]c1=O (configuration not stated) | 1.4 | -0.2 | -3 | 3
CCOC(=O)C1CCN(Cc2nc3cc(Cl)ccc3c(=O)[nH]2)CC1 | -1.1 | 0.0 | 5 | -2
O=C1c2ccc([N+](=O)[O-])cc2C(=O)N1c1ccccc1[N+](=O)[O-] | -0.2 | 1.5 | 12 | 13
Cc1ccc(CCNC(=O)c2ccc(CNc3c(N4CCC(C)CC4)c(=O)c3=O)cc2)cc1 | -1.4 | -0.1 | -6 | 6
Cc1ccc(CNC(=O)CSc2cc(=O)n(C)c3ccccc23)o1 | -0.4 | -0.2 | 9 | 7
COc1c(Cl)cc(C(=O)Nc2ccccc2[N+](=O)[O-])cc1Cl | 3.4 | 0.0 | 14 | 6
C/C(=N\NC(=O)CCC(=O)Nc1cccc(C)c1)c1ccc2ccccc2c1 | -1.6 | 0.0 | 13 | 4
CCOc1ccc(-n2c(C)cc(C(=O)CN3CCC(C)CC3)c2C)cc1 | 0.1 | -0.2 | 9 | 0
CCOC(=O)c1cc(-c2ccc3c(c2)OCO3)no1 | 1.5 | 0.4 | 4 | 0
C(=N\Nc1ncnc2sc3c(c12)CCC3)/c1ccncc1 | -0.7 | -0.3 | 8 | -24
CN(Cc1nc2ccc(Cl)cc2[nH]1)C(=O)CC1C(=O)NCCN1Cc1cccc(F)c1 (configuration not stated) | -1.1 | 0.2 | 12 | -13
COc1ccc(-n2cccc2/C=C2\NC(=O)N(Cc3ccc(F)cc3)C2=O)cc1 | 0.0 | 0.1 | 15 | -5
COc1ccc(CNc2ccc3ncc(-c4ccc5c(c4)OCO5)n3n2)cc1 | -0.4 | -0.4 | -7 | 8
CCOC(=O)c1c(NC(=O)c2cc(I)ccc2Cl)sc2c1CCCC2 | -1.9 | 0.1 | 14 | 1

(further entries)
molecule | GPR151 ag | FBW7 activator | MITF primary | TEAD-YAP block
O=C(NC1CCCC1)c1cc(I)ccc1Cl | 1.0 | 0.1 | 15 | -3
Cc1cc(NC(=O)Nc2ccc(F)c(Cl)c2)no1 | -0.3 | 0.1 | 13 | -8
Cc1ccc(N2Cc3ccccc3OC(C)C2=O)cc1 (configuration not stated) | -0.2 | 0.1 | 4 | 12
Cc1ccc(OCC(O)Cn2c(C3CC(=O)N(c4ccccc4F)C3)nc3ccccc32)cc1C (configuration not stated) | 0.0 | 1.0 | 16 | 32*
CCOc1ccccc1C(=O)NC(Nc1sc2c(c1C#N)CCCC2)(C(F)(F)F)C(F)(F)F | -0.2 | 0.1 | -3 | 3
COCCN1Cc2cccc(C(=O)Nc3cccc(F)c3)c2C1=O | 0.5 | -0.1 | -6 | 9
O=C(Cn1c(NCCO)nc2ccccc21)c1cccc([N+](=O)[O-])c1 | 1.2 | -0.2 | 8 | 1
O=C(NC1CCCCC1)N1CCC(NC(=O)C23CC4CC(CC(C4)C2)C3)CC1 | -0.6 | -0.2 | 1 | -18
COCCNC(=O)CSc1nc2[nH]ncc2c(=O)[nH]1 | 1.3 | 0.3 | 20 | -4
NC(=O)c1ccc(N2CCCC2c2nc3ccccc3s2)c([N+](=O)[O-])c1 (configuration not stated) | -2.5 | -0.1 | -8 | 4
COc1ccc(CN2CCc3nc(N4CCC(C)CC4)[nH]c(=O)c3C2)cc1 | 0.0 | 0.0 | 9 | 6
O=S(=O)(/N=C(\NC1=NCCS1)c1ccccc1)c1cc(F)ccc1F | -2.3 | 0.7 | 10 | -3
CCCn1nnnc1SCC(=O)Nc1nc(-c2ccc(F)cc2)cs1 | -0.6 | -0.1 | -17 | -5
COc1cc(/C=C(\NC(=O)C2CCCCC2)C(=O)N2CC3CC(C2)c2cccc(=O)n2C3)ccc1OC(C)=O (configuration not stated) | 1.0 | 0.0 | -2 | -11
O=C(CC12CC3CC(CC(C3)C1)C2)Nc1nnc(-c2cccs2)s1 | 1.0 | -0.1 | 5 | 11
CC1CC(C)(C)NC(=S)N1CCC(=O)N1CC=C(c2ccccc2)CC1 (configuration not stated) | 0.1 | -0.2 | -14 | 3
CCC(C)(C)NC(=O)c1ccc2c(c1)OCCO2 | 0.2 | 0.1 | 12 | 5
CC(C)NC(=O)N(CCN(C)C)C1CCN(CCc2ccccn2)CC1 | -1.7 | 0.5 | -5 | 2
O=C1CCC([N+](=O)[O-])([N+](=O)[O-])c2nn(-c3ccccc3)nc21 | 0.5 | -0.3 | 8 | 2
Cc1c(C(=O)N2CCCCC2C)sc2nc3n(c(=O)c12)CCC3 (configuration not stated) | -2.2 | 0.6 | 14 | -8
CC1CCCC(N2CCN(C3CCN(Cc4ccccc4)CC3)CC2)C1 (configuration not stated) | 0.1 | 0.0 | 34 | 12
CC(=O)Nc1ccc(NC(=O)c2ccc3nc(Nc4nccc5ccccc45)sc3c2)cc1 | -1.2 | 0.0 | -3 | -29
CC(/C=C/c1ccccc1)=N\NC(=O)Cc1ccccc1 | -1.5 | 0.0 | 11 | 1
O=c1/c(=C/c2ccc(O)c([N+](=O)[O-])c2)sc2nc3ccccc3n12 | 1.7 | 0.0 | 1 | -3
CCc1ccccc1NC(=O)CSc1nnc(CC)c(CC)n1 | 0.2 | 0.1 | 0 | 18
CC(C)N(CCNC(=O)c1ccnc(-c2cccc(N)c2)c1)C(C)C | -1.3 | 0.0 | -12 | -3
Cc1n[nH]c(=O)nc1N/N=C/c1ccc(O)c([N+](=O)[O-])c1 | -2.3 | 0.3 | 8 | 4
CC(=O)c1cccc(-c2ncc(C(=O)NCc3cccnc3)s2)c1 | 1.0 | -0.1 | -1 | -11
CC(=O)c1cccc(Nc2ncnc3ccc(I)cc23)c1 | -2.0 | 0.6 | 11 | 12
CCC1(CC)Cc2ccccc2C(=C(C#N)C#N)N1 | 1.0 | -0.3 | -20 | -1
CC(C)C(NS(=O)(=O)c1cccc2nsnc12)C(=O)Nc1cccc(F)c1 (configuration not stated) | 1.0 | 0.1 | 4 | 7
CC(NS(=O)(=O)c1ccc([N+](=O)[O-])cc1)C(c1cccs1)N1CCOCC1 (configuration not stated) | -0.4 | 0.1 | -2 | 0
O=C(Nc1nc(CC(=O)N2CCc3ccccc3C2)cs1)C1CC1 | 0.7 | 0.0 | 59* | 13
O=C(CCCc1ccccc1)NCc1nnnn1-c1ccc(F)c(F)c1 | -1.5 | -0.1 | 0 | -4
CC1(C)CC(=O)C2=C(C1)N(c1cc(C(F)(F)F)ccc1Cl)C(N)=C(C#N)C2c1ccsc1 (configuration not stated) | -0.6 | -0.2 | -5 | -10
CC(=O)c1c(C)oc2ccc(N(C(=O)c3ccccc3)S(=O)(=O)c3ccc4ccccc4c3)cc12 | 0.3 | 0.0 | 6 | 2
CC(C)Cn1cc(C(=O)NCc2cccs2)c(=O)c(C(=O)NC(C)C)c1 | -0.1 | -0.1 | -2 | -15
O=C(Nc1c2c(nn1-c1ccc(Cl)cc1)CSC2)c1ccc(F)cc1 | -0.9 | 0.0 | 0 | -3
CC(C(=O)N1CCCCC1)N1C(=O)C2C3C=CC(C4CC34)C2C1=O (configuration not stated) | 2.6 | -0.2 | 6 | -6

Arranged by length of the SMILES (falling): part of the list above.
molecule | GPR151 ag | FBW7 activator | MITF primary | TEAD-YAP block
CC(=O)c1c(C)oc2ccc(N(C(=O)c3ccccc3)S(=O)(=O)c3ccc4ccccc4c3)cc12 | 0.3 | 0.0 | 6 | 2
CC(NS(=O)(=O)c1ccc([N+](=O)[O-])cc1)C(c1cccs1)N1CCOCC1 (configuration not stated) | -0.4 | 0.1 | -2 | 0
CC(=O)Nc1ccc(NC(=O)c2ccc3nc(Nc4nccc5ccccc45)sc3c2)cc1 | -1.2 | 0.0 | -3 | -29
O=c1/c(=C/c2ccc(O)c([N+](=O)[O-])c2)sc2nc3ccccc3n12 | 1.7 | 0.0 | 1 | -3
CC(C)C(NS(=O)(=O)c1cccc2nsnc12)C(=O)Nc1cccc(F)c1 (configuration not stated) | 1.0 | 0.1 | 4 | 7
CC(C)Cn1cc(C(=O)NCc2cccs2)c(=O)c(C(=O)NC(C)C)c1 | -0.1 | -0.1 | -2 | -15
CC(C(=O)N1CCCCC1)N1C(=O)C2C3C=CC(C4CC34)C2C1=O (configuration not stated) | 2.6 | -0.2 | 6 | -6
O=C(Nc1c2c(nn1-c1ccc(Cl)cc1)CSC2)c1ccc(F)cc1 | -0.9 | 0.0 | 0 | -3
CC(C)N(CCNC(=O)c1ccnc(-c2cccc(N)c2)c1)C(C)C | -1.3 | 0.0 | -12 | -3
Cc1c(C(=O)N2CCCCC2C)sc2nc3n(c(=O)c12)CCC3 (configuration not stated) | -2.2 | 0.6 | 14 | -8
O=C(CCCc1ccccc1)NCc1nnnn1-c1ccc(F)c(F)c1 | -1.5 | -0.1 | 0 | -4
CC(/C=C/c1ccccc1)=N\NC(=O)Cc1ccccc1 | -1.5 | 0.0 | 11 | 1
CC(=O)c1cccc(Nc2ncnc3ccc(I)cc23)c1 | -2.0 | 0.6 | 11 | 12
CCC1(CC)Cc2ccccc2C(=C(C#N)C#N)N1 | 1.0 | -0.3 | -20 | -1
